Statin myotox sup: suppression of simvastatin myotoxicity; C2C12 myotubes + simvastatin, ATP luminescence, 48 h; scaled: DMSO 0, geranylgeraniol control 100; rescue of ATP level, % at 7.49 µM; 0.78% of 330,000 active;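 active means mean ATP rescue above about 67%, or every replicate alone reaching that limit, limit read from the data, passing the limit was not always enough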;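 further: myotubes were challenged with 10 µM simvastatin during compound exposure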
Cneo AK release: causes C. neoformans cell lysis; adenylate kinase release luminescence, 4 h; normalised: neutral wells 0, clomiphene wells 100; lysis activity, % at 15 µM; 0.2% of 360,000 active;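 active means mean lysis activity across replicates of at least 80%, whatever share of replicates individually reach that level; inactive means mean lysis activity below 80%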
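Test system: log-phase Cryptococcus neoformans yeast cells; Quantity: yeast cell density of 5 × 10^6 cells/mL; Buffer or medium: YPD; Doses: single compound concentration per well; Timing: 4 h at 37 °C static, read 1 h later; Measured by: AK luminescence; Read-out basis: lysis from increased AK signal; Control set: Clomiphene as positive control.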
ERp5 inh: ERp5 (human) disulfide isomerase inhibition. AID 651711. 0.05% of 350,000 active. Q15084. inhibition, % at 9.99 µM. ERp5 insulin aggregation, absorbance 650 nm, 90 min;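 active means mean replicate inhibition above about 25%, with every replicate also reaching it, limit read from the data, passing the limit was not always enough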
Target sequence (Q15084 whole entry, looked up): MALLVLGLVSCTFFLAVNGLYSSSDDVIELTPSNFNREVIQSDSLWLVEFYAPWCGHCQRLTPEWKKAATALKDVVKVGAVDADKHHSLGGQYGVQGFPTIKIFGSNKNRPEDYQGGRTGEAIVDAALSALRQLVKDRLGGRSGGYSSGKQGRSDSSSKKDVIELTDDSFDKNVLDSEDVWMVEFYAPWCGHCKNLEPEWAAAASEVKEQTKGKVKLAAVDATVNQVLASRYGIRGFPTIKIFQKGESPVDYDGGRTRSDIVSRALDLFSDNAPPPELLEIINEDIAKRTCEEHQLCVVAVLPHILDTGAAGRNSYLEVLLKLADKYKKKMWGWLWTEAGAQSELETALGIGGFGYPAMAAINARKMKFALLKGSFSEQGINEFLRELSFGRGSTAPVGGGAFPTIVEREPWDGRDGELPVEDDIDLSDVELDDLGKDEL
miR122 inh: blocks miR-122 activity in Huh7 sensor cells | Huh7 miR-122 Renilla luciferase sensor, 48 h; neutral wells = 0, positive control = 100 | AID 602342 | 0.3% of 340,000 active | activation (reporter increase), % at 12.5 µM;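 active means mean replicate activation score at least 90 and every replicate individually at or above 90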;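 further: higher luciferase means less miR-122 activity so hits act as miR-122 inhibitors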
ARNT TACC3 PPI: disruptors of human ARNT/TACC3 interaction; AlphaScreen His-ARNT PAS-B/GST-TACC3 binding, luminescence; TACC3 fragment carries E629A point mutation; Q9Y6A5; AID 623870; inhibition, % at 9.99 µM; 0.66% of 390,000 active;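 active means mean inhibition of replicates at least 50% and at least half of replicates each reaching 50%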;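 further: 0% = complete ARNT plus TACC3 wells and 100% = ARNT alone without TACC3; many hits fall short of the cut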
SIRT5 inh: sirtuin-5 (human) deacylase inhibition; inhibition, % at 15 µM; Purified SirT5, succinyl-peptide AMC, trypsin-coupled fluorescence; 1.1% of 330,000 active; in the data active means inhibition above about 15%
Target sequence (Q9NXA8 whole entry, looked up): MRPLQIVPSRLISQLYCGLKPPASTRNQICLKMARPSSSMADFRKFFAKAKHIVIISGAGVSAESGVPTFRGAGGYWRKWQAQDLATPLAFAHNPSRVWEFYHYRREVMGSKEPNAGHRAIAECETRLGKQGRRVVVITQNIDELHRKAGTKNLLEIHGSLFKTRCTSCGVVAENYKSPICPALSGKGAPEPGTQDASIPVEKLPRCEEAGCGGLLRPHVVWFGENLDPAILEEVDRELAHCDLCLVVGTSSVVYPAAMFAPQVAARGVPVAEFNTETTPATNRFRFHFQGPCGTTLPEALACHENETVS
esBAF inh: inhibitors of esBAF chromatin remodeling in mouse ES cells | Bmi1-luciferase knock-in reporter, 24 h; 100% = twice the neutral-well signal | reporter increase, % at 12.5 µM | 2% of 350,000 active; in the data active means activation above about 40%;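 further: 0% = median of the plate's neutral control wells and 100% = double that signal; a rise in the Bmi1 reporter signal indicates esBAF inhibition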
Starred values were filed as active, the others as inactive; . = not tested or not shown; [ ] = dose if it differs, or a comment. Outcome played no part in choosing rows (roughly 4% active in at least one column).

#	Structure	Statin myotox sup	Cneo AK release	ERp5 inh	miR122 inh
1	COC(=O)[C@]1(Cc2ccccc2)N[C@H](CN(C)C(=O)C2CCCCC2)[C@@H]2C(=O)N(C)C(=O)[C@@H]21	-4	-1	1	.
2	COc1cccc(NC(=S)N2c3ccccc3CC2C)c1 (stereo unspecified)	.	-1	5	1
3	O=C(/C=C/Nc1ccc(Oc2ccccc2)cc1)c1ccco1	.	.	-5	-1
4	COc1ccc(C2=NOC(C(=O)NC(C)C)C2)cc1 (stereo unspecified)	-2	-1	.	-3
5	c1ccc(C2=NN(c3ccccc3)C(c3ccco3)C2)cc1 (stereo unspecified)	-6	0	1	-6
6	O=C(NC(=O)c1ccccc1)Nc1ccccn1	-34	-16	-1	4
7	Cc1nc2nc(SCC(=O)NCCCN3CCCCCC3)nn2c(C)c1Cc1ccccc1Cl	2	0	7	-6
8	CCC(Sc1nc2cc(OC)c(OC)cc2c(=O)n1CCc1ccc(OC)c(OC)c1)C(=O)NCCOC (stereo unspecified)	.	.	12	.

#	ARNT TACC3 PPI	SIRT5 inh	esBAF inh
1	1	-3	-3
2	5	1	.
3	-9	-2	.
4	0	.	28
5	-7	3	3
6	9	-4	-77
7	5	0	4
8	7	0	.

#	Structure	Statin myotox sup	Cneo AK release	ERp5 inh	miR122 inh
9	COCCNC(=O)CN(C(=O)CCC(=O)Nc1ccccn1)c1ccc(OC)cc1	0	-5	1	4
10	C=CCc1cccc2cc(C(=O)Nc3ccc(CC(=O)O)cc3)c(=O)oc12	.	-10	5	.
11	c1ccc2c(c1)ncn2CCOCCOCCn1cnc2ccccc21	17	-1	.	-5
12	O=C(Nc1nccs1)[C@H]1[C@H](CO)[C@H]2Cn3c(cccc3=O)[C@H]2N1C(=O)C1CCC1	-27	5	-2	2[16.7 µM]
13	O=C(C[C@H]1C[C@H](C(=O)N2CCOCC2)[C@@]2(CCC3CCCC3)c3[nH]c4ccc(Cl)cc4c3CCN2C1=O)NCCc1ccccn1	8	1	3	-2
14	CC1(C)N=C(c2ccccc2)C(c2ccccc2)=N1	5	1	6	0
15	COc1ccc(CCNC(=O)c2cc(COc3c(C)cccc3C)on2)c(OC)c1	1	3	1	.
16	COc1ccc2[nH]c3c(=O)n4c(nc3c2c1)SCC4	20	.	0	-4

#	ARNT TACC3 PPI	SIRT5 inh	esBAF inh
9	7	0	-9
10	-13	13	-16
11	4	.	7
12	11	16*	-8
13	5	-5	19
14	-4	-5	-5
15	.	8	21
16	0	-4	9

Complete entries, quoted from the list. Values in the order: Statin myotox sup, Cneo AK release, ERp5 inh, miR122 inh, ARNT TACC3 PPI, SIRT5 inh, esBAF inh
c1ccc2c(c1)ncn2CCOCCOCCn1cnc2ccccc21 is entered as 17, -1, ., -5, 4, ., 7
C=CCc1cccc2cc(C(=O)Nc3ccc(CC(=O)O)cc3)c(=O)oc12 is entered as ., -10, 5, ., -13, 13, -16
O=C(C[C@H]1C[C@H](C(=O)N2CCOCC2)[C@@]2(CCC3CCCC3)c3[nH]c4ccc(Cl)cc4c3CCN2C1=O)NCCc1ccccn1 is entered as 8, 1, 3, -2, 5, -5, 19
COCCNC(=O)CN(C(=O)CCC(=O)Nc1ccccn1)c1ccc(OC)cc1 is entered as 0, -5, 1, 4, 7, 0, -9
COc1ccc(CCNC(=O)c2cc(COc3c(C)cccc3C)on2)c(OC)c1 is entered as 1, 3, 1, ., ., 8, 21

(next part)
#	Structure	Statin myotox sup	Cneo AK release	ERp5 inh	miR122 inh
17	Nc1cc(=O)[nH]c(SCC(=O)Nc2cccc(S(=O)(=O)N3CCCCC3)c2)n1	-5	.	-2	1
18	O=C(C[C@H]1C[C@H]2c3cc(NC(=O)c4cccnc4)ccc3O[C@H]2[C@H](CO)O1)NCc1ccncc1	-8	5	1	-7[16.7 µM]
19	Cc1noc(C)c1NC(=O)N(C)C[C@@H]1Oc2ccc(NS(=O)(=O)c3ccc(F)cc3)cc2C(=O)N([C@@H](C)CO)C[C@@H]1C	-2	-3	7	12[16.7 µM]
20	COc1ccccc1NC(=O)N[C@@H]1C=C[C@H](CC(=O)N2CCC(Cc3ccccc3)CC2)O[C@@H]1CO	14	-1	-2	-2[16.7 µM]
21	COc1ccc(CNC(=O)COC(=O)c2ccc(S(=O)(=O)N3CCOCC3)cc2)cc1	-1	0	-1	2
22	C[C@H](CO)N1C[C@H](C)[C@H](CN(C)C(=O)NC2CCCCC2)Oc2ccc(NS(=O)(=O)c3ccc(Cl)cc3)cc2C1=O	-15	0	0	-8[16.7 µM]
23	COc1ccc(S(=O)(=O)N[C@H]2CC[C@H](CC(=O)O)O[C@@H]2CO)cc1	20	0	0	.
24	Cc1ccc(S(=O)(=O)NCC(=O)OCC(=O)c2cccs2)cc1	125*	-2	.	-9

#	ARNT TACC3 PPI	SIRT5 inh	esBAF inh
17	.	6	1
18	0	-1	-1
19	-8	-3	-1
20	0	2	3
21	3	-1	-2
22	-8	-5	-1
23	-19	2	1
24	-8	.	9

#	Structure	Statin myotox sup	Cneo AK release	ERp5 inh	miR122 inh
25	C[C@H](CO)N1C[C@H](C)[C@@H](CN(C)C(=O)c2ccccc2F)Oc2ncc(C#Cc3ccccc3)cc2C1=O	5	0	2	-9[16.7 µM]
26	CC1(c2ccccc2)NC(=O)N(CC(=O)Nc2cc(S(=O)(=O)N3CCOCC3)ccc2Cl)C1=O (stereo unspecified)	3	.	-5	-2
27	O=C(NCCOC(=O)c1ccccc1)c1ccc([N+](=O)[O-])cc1	-1	0	4	-3
28	Cc1c(Cl)cccc1NS(=O)(=O)c1cccc2nsnc12	-9	-1	3	70
29	O=C(c1ccccc1)c1cnc[nH]1	-2	1	1	-3
30	Cc1ccc(NC(=O)CSC(C)C(=O)NCCc2ccccn2)cc1 (stereo unspecified)	.	.	-4	.
31	CC(C)CC(=O)N1CCN(S(=O)(=O)c2ccc(Cl)cc2)CC1	.	.	3	.
32	COc1cccc(NC(=O)N2C[C@@H](O)COC[C@@H]3O[C@@H](CC(=O)NC4CCCC4)CC[C@H]32)c1	-1	-3	-9	-6[16.7 µM]

#	ARNT TACC3 PPI	SIRT5 inh	esBAF inh
25	1	5	-4
26	3	0	3
27	0	.	9
28	5	2	-4
29	7	6	10
30	-30	-3	.
31	4	-3	.
32	5	-6	0

Copied from above: compounds 2–4
#	Structure	Statin myotox sup	Cneo AK release	ERp5 inh	miR122 inh
2	COc1cccc(NC(=S)N2c3ccccc3CC2C)c1 (stereo unspecified)	.	-1	5	1
3	O=C(/C=C/Nc1ccc(Oc2ccccc2)cc1)c1ccco1	.	.	-5	-1
4	COc1ccc(C2=NOC(C(=O)NC(C)C)C2)cc1 (stereo unspecified)	-2	-1	.	-3

#	ARNT TACC3 PPI	SIRT5 inh	esBAF inh
2	5	1	.
3	-9	-2	.
4	0	.	28

Next part.
#	Structure	Statin myotox sup	Cneo AK release	ERp5 inh	miR122 inh
33	N#Cc1ccc(NC(=O)CN2CCN(c3ccccn3)CC2)cc1	-8	-1	7	.
34	O=C(Cc1ccc(F)cc1)Nc1ccccc1Sc1ccccc1	.	.	14	.
35	CC(C)(C)OC(=O)NC(=NCCCc1cn(CC(=O)N2CCN(C(=O)OC(C)(C)C)CC2)nn1)NC(=O)OC(C)(C)C	8	1	6	.
36	COc1cccc(S(=O)(=O)Nc2ccc3c(c2)[C@H]2C[C@H](CC(=O)N4CCCCC4)O[C@H](CO)[C@H]2O3)c1	-1	4	3	-5[16.7 µM]
37	CC(C)NC(=O)N[C@@H]1C=C[C@@H](CC(=O)NC2Cc3ccccc3C2)O[C@@H]1CO	5	59	1	.
38	O=C(C[C@@H]1CC[C@@H](NC(=O)CC2CC2)[C@@H](CO)O1)NCc1ccc(-c2ccccc2)cc1	5	2	4	.
39	CCCCOCCCn1c(-c2ccco2)nc2nc3ccccc3nc21	6	4	.	-5
40	C[C@@H]1CCCCO[C@@H](CN(C)Cc2ccc(Cl)c(Cl)c2)[C@H](C)CN([C@@H](C)CO)C(=O)c2cc(NC(=O)C3CCCCC3)ccc2O1	.	1	-1	-21[16.7 µM]

#	ARNT TACC3 PPI	SIRT5 inh	esBAF inh
33	-2	-1	6
34	-9	-2	.
35	0	6	-2
36	0	0	8
37	-12	2	-2
38	-7	-2	1
39	0	.	-2
40	-5	-3	5

#	Structure	Statin myotox sup	Cneo AK release	ERp5 inh	miR122 inh
41	CO[C@@H](CN(C)Cc1ccc(-c2ccccn2)cc1)[C@@H](C)CN(C(=O)Nc1ccc(F)cc1)[C@H](C)CO	14	-1	-2	.
42	Cc1ccc(C(=O)Nc2ccc(-c3csc(C)n3)cc2)cc1	.	.	-2	3
43	O=C(O)CCSc1nc2ccc(Br)cc2[nH]1	-1	-1	.	-6
44	COc1ccc(OC)c(NC(=O)c2ccc(NS(=O)(=O)c3c(C)noc3C)cc2)c1	-46	1	.	8
45	O=C(Nc1ccc(Br)cc1)Nn1cnnc1	2	-1	2	-25
46	CCOc1ccc(-n2c(=O)[nH]cc(C(=O)N3CCc4ccccc43)c2=O)cc1	-1	.	.	5
47	COc1cccc(S(=O)(=O)Nc2ccc3c(c2)C(=O)N(C)C[C@H](OC)[C@@H](C)CN[C@H](C)CO3)c1	19	1	10	29[16.7 µM]
48	CC(C)c1nc2oc3c(=O)[nH]cnc3c2c2c1CCC2	-4	1	.	2

#	ARNT TACC3 PPI	SIRT5 inh	esBAF inh
41	13	4	-2
42	0	2	.
43	1	.	2
44	3	.	-3
45	.	-2	8
46	-7	.	-8
47	-9	-2	2
48	21	.	-2

Looked up above.
ERp5 inh, compound 45 → 2
Cneo AK release, compound 48 → 1

(continued)
#	Structure	Statin myotox sup	Cneo AK release	ERp5 inh	miR122 inh
49	CC(C)(C)NC(=O)CN(C(=O)C(=O)Nc1ccc2c(c1)OCCO2)C(C)(C)C	0	1	-6	-2
50	CCN(CC)CCn1c(NS(=O)(=O)c2ccc(C)cc2)nc2ccccc21	-10	-1	-1	4
51	CC(=O)c1sc(NC(=O)Cc2c(F)cccc2Cl)nc1C	-6	.	-1	-6
52	CC(C)N(Cc1nccn1C)C(=O)c1cc(COc2ccc(F)cc2Cl)on1	0	0	0	.
53	COc1ccc(C(=O)Nc2ccc(N3CCOCC3)cc2)cc1OC	4	1	.	-3
54	CC(=O)N1[C@H](CO)[C@@H]2c3ccccc3N(C(=O)Nc3cc(F)ccc3F)C[C@@H]21	1	-6	-3	-17[16.7 µM]
55	Cc1ccc(NS(=O)(=O)c2c(C)[nH]c(C)c2C(=O)N2CCCCC2)c(C)c1	8	0	0	19
56	N#C/C(=C\c1ccccc1[N+](=O)[O-])c1nc(C2CC2)cs1	.	1	.	6
57	O=C(C[C@H]1CC[C@@H]2[C@H](COC[C@@H](O)CN2Cc2ccc(F)cc2)O1)N1CCc2ccccc2C1	0	1	-4	-3[16.7 µM]
58	Cc1ccc(C(=O)n2cnnc2N)cc1C	-5	-1	.	-6
59	CCCCN(C)C(=O)c1sc(=O)n(Cc2ccc(Cl)c(Cl)c2)c1C	4	1	4	.

#	ARNT TACC3 PPI	SIRT5 inh	esBAF inh
49	-6	0	-7
50	-6	0	4
51	9	-3	-8
52	.	-1	7
53	11	.	23
54	2	1	2
55	-5	-2	-1
56	8	.	.
57	-3	-1	6
58	8	.	-6
59	.	.	-1
